Compound activity (PubChem)
GDH-TPI counter: inhibits GDH-TPI coupling enzymes, artifact for Mtb FBA screen. GDH-TPI coupled enzyme counterscreen, NADH absorbance. inhibition, % at 4.8 µM. 360,000 tested, 1.2% active. AID 588335;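 further: 0% = DMSO wells and 100% = wells lacking the enzyme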
UGM FP inh: inhibitors of M. tuberculosis UDP-galactopyranose mutase; P9WIQ1; purified UGM, fluorescence polarization probe displacement; inhibition, % at 10 µM; 320,000 tested, 0.06% active; AID 504406; in the data active means inhibition above about 10%, passing the limit was not always enough; inconclusive means no clear call, values can overlap the other calls
Target sequence (P9WIQ1 whole entry, looked up): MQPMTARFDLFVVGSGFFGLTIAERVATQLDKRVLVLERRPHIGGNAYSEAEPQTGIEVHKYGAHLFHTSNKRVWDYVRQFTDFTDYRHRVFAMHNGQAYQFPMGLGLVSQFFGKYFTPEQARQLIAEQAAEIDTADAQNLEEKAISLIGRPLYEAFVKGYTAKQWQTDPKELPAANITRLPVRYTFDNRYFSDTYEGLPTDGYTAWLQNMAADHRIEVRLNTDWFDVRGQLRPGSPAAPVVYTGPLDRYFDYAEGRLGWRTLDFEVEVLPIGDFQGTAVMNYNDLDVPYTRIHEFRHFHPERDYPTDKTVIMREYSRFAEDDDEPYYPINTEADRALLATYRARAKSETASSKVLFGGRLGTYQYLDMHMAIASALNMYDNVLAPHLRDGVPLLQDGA
PrPC surface inh: cell surface PrPC inhibition, primary TR-FRET screen | TR-FRET read-out | inhibition, % at 13.8 µM | 370,000 tested, 0.43% active | AID 720596 | P04156; in the data active means inhibition above about 24%; further: 0% = median of the test wells and 100% = reference compound wells
BoNT-A LC inh2: inhibitors of Botulinum neurotoxin A light chain protease. 360,000 tested, 0.17% active. multiplex microsphere protease substrate cleavage, flow cytometry. inhibition, % at 10 µM; in the data active means inhibition above about 30%; inconclusive means no clear call, values can overlap the other calls; further: plate controls were buffer without enzyme for full effect and enzyme alone for no effect
FadD28 binding: inhibitors of Mycobacterium tuberculosis FadD28 bisubstrate binding | inhibition, % at 12.5 µM | 360,000 tested, 0.22% active | FadD28 bisubstrate probe binding, fluorescence polarization; in the data active means inhibition above about 8.5%, passing the limit was not always enough; inconclusive means no clear call, values can overlap the other calls
CCHFV vOTU inh: CCHFV vOTU protease inhibition | Pep-AMC fluorescence | inhibition, % at 11.5 µM | 370,000 tested, 0.55% active | AID 651958; further: 0% = vehicle wells with enzyme and 100% = no enzyme wells
BoNT-F LC inh: inhibitors of Botulinum neurotoxin F light chain protease. Multiplex microsphere protease cleavage assay, flow cytometry. inhibition, % at 10 µM. 360,000 tested, 0.22% active. AID 588497; in the data active means inhibition above about 35%, passing the limit was not always enough; inconclusive means no clear call, values can overlap the other calls; further: plate controls were buffer without enzyme for full effect and enzyme alone for no effect
Mtb FBA inh: Mtb fructose-bisphosphate aldolase inhibition; P9WQA3; purified M. tuberculosis FBA, fluorescence read-out; inhibition, % at 1 µM; 360,000 tested, 2.3% active; in the data active means inhibition above about 27%;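 further: 0% = vehicle and 100% = reference inhibitor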
Target sequence (P9WQA3 whole entry, looked up): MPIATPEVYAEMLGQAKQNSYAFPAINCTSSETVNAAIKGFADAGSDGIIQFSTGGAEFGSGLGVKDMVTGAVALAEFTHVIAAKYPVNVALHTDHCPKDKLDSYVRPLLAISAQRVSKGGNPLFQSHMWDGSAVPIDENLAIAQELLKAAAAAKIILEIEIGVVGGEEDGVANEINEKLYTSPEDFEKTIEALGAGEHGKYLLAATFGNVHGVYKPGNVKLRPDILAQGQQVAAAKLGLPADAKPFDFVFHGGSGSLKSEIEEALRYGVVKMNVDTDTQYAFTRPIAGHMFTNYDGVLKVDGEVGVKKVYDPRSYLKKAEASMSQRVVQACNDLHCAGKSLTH
Mtb BioA inh: blocks M. tuberculosis BioA enzyme activity; 360,000 tested, 0.096% active; inhibition, % at 9.99 µM; AID 602481; purified M. tuberculosis BioA enzyme, plate reader; in the data active means inhibition above about 40%; inconclusive means no clear call, values can overlap the other calls
Active calls of the source: *; ? = inconclusive; · = not tested or not shown. Unless noted, no stated cut-off is given here; in the data, active means inhibition above about 30%; inactive means the rest. Outcome played no part in choosing rows; about 4.8% have a hit in one of these screens.

SMILES	GDH-TPI counter	UGM FP inh	PrPC surface inh	BoNT-A LC inh2	FadD28 binding	CCHFV vOTU inh	BoNT-F LC inh	Mtb FBA inh	Mtb BioA inh
CCCC(C(=O)O)N1C(=O)/C(=C2\C(=O)N(C)c3ccccc32)SC1=S (stereo not drawn)	-3	2.8	-14	0.4	-1.3	-13	0	-6	·
COc1ccccc1NC(=O)CSc1nnc(-c2ccccn2)n1Cc1ccco1	-8	-2.6	5	-0.1	-1.2	-4	-2	3	4.2
CCC(C(=O)N1CCN(C(=O)c2ccco2)CC1)c1ccccc1 (stereo not drawn)	-4	-4.5	1	-0.5	-2.1	-6	-6	-4	-0.2
CC(C)(C)OC(=O)N[C@H](C(=O)OC(C)(C)C)c1ccc(C(F)(F)F)cc1	-6	-2.2	-2	-0.6	-4.6	2	0	2	-1.2
CCOC(=O)c1ccoc1CSCc1ccc(C(=O)OC)o1	-7	0.9	1	0.6	1.2	6	-5	0	-0.1
CCCCCCCCCc1nc(N)n[nH]1	0	-0.9	-5	0.2	-3.5	12	2	1	0.1
CC(C)(C)OC(=O)NC(CNCc1ccccc1)Cc1ccccc1 (stereo not drawn)	6	0.0	0	-0.7	-2.7	0	-6	-3	-1.4
Cc1nn(-c2ccc(Cl)cc2Cl)c(=O)c2ccccc12	7	-1.6	-1	-2.0	-3.7	-9	-12	-1	1.0
S=C(NCCc1ccccc1)N1CCN(Cc2ccc(Cl)c(Cl)c2)CC1	-2	2.0	0	-1.5	0.3	-4	-12	-4	·
CC(Oc1cc2oc(=O)c3c(c2cc1Cl)CCC3)C(=O)NCCCN1CCOCC1 (stereo not drawn)	17	-1.8	0	-0.5	-3.0	14	2	7	-0.8
CCn1c(COc2cccc(C)c2)nnc1SCC(=O)Nc1cccc(C(=O)OC)c1	14	-0.9	4	0.0	-2.2	14	3	-2	-0.1
CCOC(=O)c1c(C)[nH]c(C2=NNC(=Nc3ccc(OCC)cc3)SC2)c1C	15	0.2	6	6.8	1.4	-5	-12	4	·
O=C(NC(Cc1ccccc1)C(=O)O)/C(=C\c1ccc(F)cc1)NC(=O)c1ccccc1 (stereo not drawn)	9	-0.4	3	-0.8	-2.6	4	-8	-8	·
Cc1ccc2[nH]c(=O)c(CN(Cc3cccs3)C(=S)NCC3CCCO3)cc2c1 (stereo not drawn)	9	-3.5	-2	-0.2	-7.0	-4	-3	-5	-0.2
Cc1cc(C)c(S(=O)(=O)N2CCN(C(=O)c3c(C)noc3C)CC2)c(C)c1	-3	1.7	-4	·	0.3	3	·	-1	5.5
Cc1ccc2nc(Nc3nc(CSc4nc5ccccc5s4)cc(=O)[nH]3)nc(C)c2c1	1	·	9	-0.3	-3.5	-8	-7	-1	1.1
CCn1cc(/C=C/C(=O)Nc2c(C)nn(Cc3ccccc3)c2C)cn1	6	-1.3	1	-0.1	-4.4	5	-2	0	·
CC(=O)c1cccc(NCC(=O)N2CCN(S(=O)(=O)c3ccccc3)CC2)c1	-3	-1.3	-4	0.6	-4.0	16	-6	0	1.7
Cn1c(CC(=O)NNC(=O)c2cncc(Br)c2)nc2ccccc21	-6	1.7	10	0.0	-2.3	7	-6	0	-2.0
Cc1[nH]c2ccccc2c1SCC(=O)N1CCN(c2ccccc2)CC1	4	-4.1	-9	-0.7	0.3	-6	-1	2	7.5
CC(c1ccccn1)N(C)C(=O)c1ccc2nc(Cc3ccccc3F)oc2c1 (stereo not drawn)	-1	-2.8	4	0.4	-3.4	-5	3	1	2.0
CCCCn1nnnc1C(c1ccccc1)N1CCN(Cc2c(F)cccc2Cl)CC1 (stereo not drawn)	·	·	2	-0.8	·	1	-18	·	·
COc1ccc(COCCN2CCN(S(=O)(=O)c3ccccc3)CCC2=O)cc1	4	3.3	0	-0.1	-0.1	10	2	1	-0.5
C=CCn1c(SCC(=O)c2c(C)[nH]c3ccccc23)nnc1-c1ccncc1	8	-0.8	8	-0.3	-0.9	15	-3	1	·
C=CCSc1nc(C)c(CC(=O)OCCCC)c(=O)[nH]1	-7	0.2	5	-0.4	-3.6	6	-6	3	0.0
O=C(NCc1ccccc1)c1cc(C2CCCCN2C(=O)c2ccccc2)on1 (stereo not drawn)	10	·	6	-0.3	-0.7	-2	-7	-1	-0.1
CCOC12NC(=O)CC(=O)N1C(c1ccccc1)=CS2 (stereo not drawn)	-3	-0.5	-4	-0.2	-5.3	-3	3	1	-0.4
Cc1ccc(-c2nnc3ccc(SCC(=O)NCc4ccco4)nn23)cc1	6	3.1	-37	-1.5	-1.9	8	-8	3	0.7
CCCC(=O)Nc1ccc(C(=O)COC(=O)c2c(C)noc2C)cc1	10	·	3	-4.2	-1.6	0	-3	5	-3.9
Cc1cc(C(=O)Nc2sc3c(c2C#N)CCC3)no1	13	1.8	-2	1.7	-1.8	7	0	-4	-1.0
Cc1c(C(=O)NCC2CCCO2)oc2ccc(S(=O)(=O)N3CCCC3)cc12 (stereo not drawn)	0	3.1	2	0.3	-1.5	-2	-11	5	-1.4
CC(C)NC(=O)/C(=C\c1cccc([N+](=O)[O-])c1)NC(=O)c1ccccc1	4	3.4	-10	2.0	-2.4	7	-1	1	1.2
Cc1ccc(NC(=O)CN2CCc3cc4c(cc3C2C)OCCCO4)cc1 (stereo not drawn)	7	-0.8	0	-2.3	-1.0	14	-1	-1	0.0
O=C(C[n+]1ccccc1)N/N=C/c1cc(Br)ccc1F	8	0.6	4	0.1	0.7	10	-5	3	-3.3
CC1(C2CC2)NC(=O)NC1=O (stereo not drawn)	5	-0.5	-2	0.6	-0.7	8	0	-2	·
CC1(C)C(=O)Nc2ccccc2N1C(=O)CSc1ncccn1	0	0.7	-7	-0.5	-0.8	12	-3	1	·
COc1cc(/C=C2\CCc3c2nc2ccccc2c3C(=O)O)cc(OC)c1OC	7	-0.6	-7	-1.3	5.7	-5	-1	2	1.7
O=C(O)c1cccc(Cn2c(Cl)c(/C=N/NC(=O)c3ccco3)sc2=O)c1	47*	0.1	1	1.5	-5.9	13	-1	-2	0.8
CC1=C(C(=O)N(C)C)CC(CC(=O)NCCN2CCOCC2)C(=O)N1Cc1ccc(F)cc1 (stereo not drawn)	6	·	4	-0.3	0.0	-2	-1	-2	0.0
COc1ccc(NC(=O)C2(S(=O)(=O)c3ccc(C)cc3)CC2)cc1	2	-4.5	4	-4.2	1.9	14	-4	1	4.9
CCc1noc(C)c1C(=O)N1CCOCC1	-1	-1.1	1	-1.4	-1.2	-8	-14	0	0.5
COc1ccc(C(=O)Oc2cc(/C=N/NC(N)=S)ccc2OC)cc1	12	2.2	-1	-1.1	-0.9	-2	-17	-1	-0.4
CCC(C)c1ccc(S(=O)(=O)N2CCN(C(=O)CN3C(=O)NC(C)(C4CC4)C3=O)CC2)cc1 (stereo not drawn)	1	·	-5	-0.2	0.4	-6	2	1	1.0
O=C(NC(=S)NCc1ccco1)c1ccc([N+](=O)[O-])cc1	-8	-1.1	-29	-0.5	-2.7	5	4	-3	·
COCC(C)NC(C(=O)Nc1ccc(C)c(Cl)c1)c1ccccc1 (stereo not drawn)	4	-0.6	5	?	-0.8	3	1	0	-0.2
Cc1nc(NC(=O)COC(=O)/C=C/c2ccco2)c(Cl)cc1Cl	9	0.3	4	0.0	-2.8	1	-1	-1	-1.1
COc1cccc(CC2(CO)CCCN(Cc3ccc(CO)o3)C2)c1 (stereo not drawn)	6	2.5	2	-1.0	-3.8	0	-6	-1	-1.9
O=[N+]([O-])c1cc(/C=N/N/C(=N/c2ccccn2)c2ccccn2)ccc1O	24	0.0	-3	-1.8	-2.0	-7	-5	-11	·
Cc1cc(NC(=O)c2cc(CC(C)C)on2)no1	0	-1.8	5	-0.3	-3.2	2	-5	0	-0.1
CC(=O)Nc1ccc(Oc2nc(C(F)(F)F)nc3ccccc23)cc1	3	-0.7	1	-1.0	1.0	11	-1	1	1.1
Cc1ccccc1Nc1nc(N)nc(CSc2nnc3sc4ccccc4n23)n1	-4	-0.1	1	0.6	0.3	-12	3	4	0.4
CCOC(=O)C1=C(C)OC(N)=C(C#N)C1c1cc(C)sc1C (stereo not drawn)	-6	0.6	-9	-0.2	-0.5	11	1	6	0.4
Cc1cccc(Nc2nc3c(S(=O)(=O)c4ccccc4)nnn3c3ccccc23)c1C	0	1.0	-3	-0.1	-3.3	0	-2	1	·
CCC1Sc2ccc(S(=O)(=O)CCC(=O)Nc3c(Cl)cc(OC)cc3OC)cc2NC1=O (stereo not drawn)	2	-1.0	3	-0.2	-1.1	-2	-5	1	0.1
Cc1cc(C(=O)CN2CCN(CC(=O)Nc3cccc(F)c3)CC2)c(C)n1C1CC1	1	2.9	2	-0.4	-1.7	21	-10	1	0.8
Cc1cccc(OCCOC(=O)Nc2ccccc2)c1	9	0.0	5	-0.5	-4.1	-1	-1	-2	·
CCOC(=O)C1=C(O)/C(=C/c2cc(C)n(-c3ccccc3)c2C)N=C1C	3	-0.8	-6	?	0.3	-6	?	2	·
COC(=O)C1C(=O)NCC1c1ccc(C)cc1 (stereo not drawn)	13	1.4	-5	?	-0.1	1	4	3	-1.2
CCOC(=O)Cn1c(COc2ccccc2OC)[n+](C)c2ccccc21	9	-0.3	4	·	-2.7	5	·	-1	1.0
O=C(Nc1cccc(S(=O)(=O)Nc2ccc(Cl)cc2)c1)c1cc2c(s1)CCCC2	1	3.5	27*	-0.4	3.2	11	-1	-1	·

Four structures out of the list, sorted by length of the SMILES, smallest number first:
SMILES	GDH-TPI counter	UGM FP inh	PrPC surface inh	BoNT-A LC inh2	FadD28 binding	CCHFV vOTU inh	BoNT-F LC inh	Mtb FBA inh	Mtb BioA inh
COC(=O)C1C(=O)NCC1c1ccc(C)cc1 (stereo not drawn)	13	1.4	-5	?	-0.1	1	4	3	-1.2
COc1cccc(CC2(CO)CCCN(Cc3ccc(CO)o3)C2)c1 (stereo not drawn)	6	2.5	2	-1.0	-3.8	0	-6	-1	-1.9
CCOC(=O)C1=C(C)OC(N)=C(C#N)C1c1cc(C)sc1C (stereo not drawn)	-6	0.6	-9	-0.2	-0.5	11	1	6	0.4
Cc1ccccc1Nc1nc(N)nc(CSc2nnc3sc4ccccc4n23)n1	-4	-0.1	1	0.6	0.3	-12	3	4	0.4

Given with two lines to a compound: part of the list above
Results follow in this order: GDH-TPI counter	UGM FP inh	PrPC surface inh	BoNT-A LC inh2	FadD28 binding	CCHFV vOTU inh	BoNT-F LC inh	Mtb FBA inh	Mtb BioA inh
> Cc1cccc(OCCOC(=O)Nc2ccccc2)c1
    9	0.0	5	-0.5	-4.1	-1	-1	-2	·
> CCOC(=O)C1=C(O)/C(=C/c2cc(C)n(-c3ccccc3)c2C)N=C1C
    3	-0.8	-6	?	0.3	-6	?	2	·

(list continues)
SMILES	GDH-TPI counter	UGM FP inh	PrPC surface inh	BoNT-A LC inh2	FadD28 binding	CCHFV vOTU inh	BoNT-F LC inh	Mtb FBA inh	Mtb BioA inh
Cn1c(=O)[nH]c(=O)c2c1nc(NC1CCCCC1)n2CCO	12	1.8	5	-0.9	-3.0	1	-3	7	0.3
CC1CCCCN1C(=O)Cn1c(=O)n(C2CCCCC2)c(=O)c2ccccc21 (stereo not drawn)	3	0.0	1	-0.6	-2.0	12	-6	4	-1.4
Cc1nc(CCNC(=O)c2cc(COc3ccc(F)cc3Cl)on2)sc1C	15	1.3	3	-2.0	-0.6	13	-4	9	-1.2
O=C(c1ccc(-c2ccc([N+](=O)[O-])cc2)o1)N1CCCCCCC1	17	-0.1	-21	4.9	-1.5	-4	14	4	0.1
CN(C)CCNC(=O)c1sc2nc(-c3ccccc3)cc(C(F)(F)F)c2c1N	19	-1.5	-9	14	0.4	10	4	2	-3.8
Cc1ccnc(SCCn2c(N3CCN(C)CC3)nc3c2c(=O)n(C)c(=O)n3C)n1	3	0.2	0	-0.3	-1.1	-3	-10	0	·
Cc1ccc(C(=O)N/C(=C/c2ccc(-c3cc(C(F)(F)F)ccc3Cl)o2)C(=O)NCc2cccnc2)cc1	30	0.5	7	-0.2	-1.9	17	-5	5	-2.7
COCc1[nH][nH]c(=O)c1C=Nc1ccc(Oc2ccccc2)cc1	20	0.8	10	0.3	-2.7	5	-4	2	0.2
COc1cccc(NC(=O)CSc2nc3ccccc3c3nc4ccccc4n23)c1	7	·	5	0.5	-2.3	19	-4	0	-2.2
COC(=O)[C@H](C)NC(=O)NCc1ccc(F)cc1	15	0.3	-3	?	1.1	-5	-3	1	-4.4
Cc1cc(C(=O)Nc2ccc(S(=O)(=O)N3CCOCC3)cc2)c(C)o1	8	0.4	2	·	-1.8	4	·	2	16
